Source: PubChem (Broad Institute)
GSIS activator = GLuc luminescence reporter in INS-1E cells, primary screen for activators of glucose-dependent secretion of insulin. activation, % at 16.6 µM. INS-1E GLuc reporter insulin secretion, 2-3 h. 370,000 tested, 0.61% active;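 active = lowest replicate activation of at least 40%, so every replicate reaches that level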;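 also: 0% = median of neutral control wells and 100% = median of IBMX positive control wells; some compounds called inactive have numbers as strong as hits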
C2C12 statin = protects C2C12 myotubes from simvastatin toxicity; ATP luminescence, 48 h; scaled: DMSO 0, geranylgeraniol control 100; rescue of ATP level, % at 7.49 µM; 330,000 tested, 0.78% active; AID 602340;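 active = mean ATP rescue above about 67%, or every replicate alone reaching that limit, limit read from the data, passing the limit was not always enough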;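 also: myotubes were challenged with 10 µM simvastatin during compound exposure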
LGR2 inh = inhibitors of bursicon-induced Drosophila LGR2 receptor cAMP signaling; HEK293 LGR2, CRE-luciferase, bursicon-stimulated, 4 h; inhibition, % at 9.99 µM; 380,000 tested, 0.35% active; AID 720647;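 active = drop in luminescence signal, shown as inhibition above about 50% in the replicate tests, limit read from the data, passing the limit was not always enough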;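 also: agonist challenge used bursicon conditioned medium at about half maximal strength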
PAX8 inh HTS = PAX8 transcriptional activity inhibition; RMG-I TPO-luciferase reporter, SteadyGlo, 24 h; inhibition, % at 12.6 µM; 360,000 tested, 1.2% active;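 active = mean replicate inhibition at least 60% with every replicate also reaching 60%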;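 also: luciferase light reporting Pax8 driven TPO promoter activity; plate controls were median of neutral control wells for no effect and mitoxantrone controls for full effect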
PGC1a acetyl inh = modulators of PGC1a acetylation | 350,000 tested, 0.17% active | U2OS PGC1a acetylation, AlphaScreen anti-acetyl-lysine; with virally co-expressed GCN5 acetyltransferase | AID 651687 | inhibition, % at 15.6 µM;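 active = every replicate shows inhibition of at least 40%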;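 also: 0% = neutral control wells and 100% = positive control wells; some results beyond the cut were filed as inactive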
PglD inh = PglD (C. jejuni) enzyme inhibition; 360,000 tested, 0.098% active; purified PglD enzyme, DTNB colorimetric CoA detection; inhibition, % at 12.5 µM; in the data active = inhibition above about 16%, passing the limit was not always enough; also: strong numbers were not always called active
ARNT TACC3 PPI = ARNT/TACC3 interaction disruption. Q9Y6A5. AlphaScreen His-ARNT PAS-B/GST-TACC3 binding, luminescence; TACC3 fragment carries E629A point mutation. inhibition, % at 9.99 µM. 390,000 tested, 0.66% active. AID 623870;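 active = mean inhibition of replicates at least 50% and at least half of replicates each reaching 50%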;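 also: 0% = complete ARNT plus TACC3 wells and 100% = ARNT alone without TACC3; many hits fall short of the cut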
Cneo AK release = causes C. neoformans cell lysis. 360,000 tested, 0.2% active. AID 651654. adenylate kinase release luminescence, 4 h; normalised: neutral wells 0, clomiphene wells 100. lysis activity, % at 15 µM;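 active = mean lysis activity across replicates of at least 80%, whatever share of replicates individually reach that level; inactive = mean lysis activity below 80%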
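Schedule: static 4 h at 37 °C with compound, 1 h detection; system: C. neoformans cells; benchmarks: Clomiphene as positive control; buffer or medium: fresh YPD medium; measure: luminescence rise reflecting yeast cell lysis; measured by: luminescent adenylate kinase detection reagent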
An asterisk follows results filed as active; / = no result given; & = joins results of further samples.

Under each structure – GSIS activator, C2C12 statin, LGR2 inh, PAX8 inh HTS, PGC1a acetyl inh, PglD inh, ARNT TACC3 PPI, Cneo AK release
COc1ccc(Cc2nc3ccc(C(=O)N(C)CCc4cnn(C)c4)cc3o2)cc1OC
 : 15, /, -10, -5, /, -2, /, 0
CSc1ncc(C(=O)Nc2ccccc2C)c(C)n1
 : 24, -1, -3, 9, 15, 0, 10, 1
CC(C)Cc1nc2oc3c(NCC(C)O)ncnc3c2c2c1CCCC2 (stereo not drawn)
 : /, -7, /, -17, -9, -6, -6, 3
COc1cc(Cl)ccc1OCc1cc(C(=O)N2CCCCCCC2)no1
 : -5, -3, 0, -14, -4, 6, -8, 1
COc1ccc(CCNC(=O)Cc2ccc(C)cc2)cc1OC
 : 28, 7, -12, 1, /, 4, 5, -1
COc1ccccc1CN1CCC(n2nccc2NC(=O)c2ccccc2Cl)CC1
 : 3, -4, -5, 1, 4, -14, 4, 1
Cc1cccc(C(=O)Nc2cccc(-c3cnc4ccccc4n3)c2)c1
 : 16, -27, 1, /, -10, 0, -2, -1
CC(C)CC(=O)Nc1ccc(C(=O)COC(=O)Cc2n[nH]c(=O)c3ccccc23)cc1
 : -3, 0, 0, -15, /, -4, /, -4
Cc1ccc(-n2nnc(-c3cccnc3Cl)n2)cc1
 : /, 4, -13, -98, -4, -6, -11, -4
Cn1c(N)c(N=Cc2ccccc2)c(=O)n(C)c1=O
 : 0, 0, 13, 22, 0, -2, -5, 0
Cc1cccc(-c2ccc([C@@H]3[C@@H](CO)N4CCCCN(C(=O)c5ccncc5)C[C@@H]34)cc2)c1
 : -3, -7, 7, -42, -5, -1, 5, 4
NC(=O)c1sc2nc3c(c(-c4ccco4)c2c1N)CCCC3
 : -9, -11, -8, 6, 17, 2, 6, -1
Cc1ccc(S(=O)(=O)Nc2ccc3c(c2)CC(=O)N([C@H](C)CO)C[C@@H](C)[C@H](CN(C)S(C)(=O)=O)O3)cc1
 : -11, 37, -6, -3, -6, 5, -10, -1
CCN(CC)c1ccc(NC(=O)CNCc2ccccc2Cl)c(C)c1
 : -25, -12, 1, 5, 3, -5, 12, -1
O=c1[nH]cnc2c1nc(SCc1ccccc1)n2C1OC(CO)C(O)C1O (stereo not drawn)
 : /, 10, /, 18, 0, 0, -10, -2
Cc1ccc(Cn2c(C)c3cnn(CC(=O)NCCN4CCOCC4)c(=O)c3c2C)cc1
 : -9, -3, -9, -24, 2, 2, -2, 1
NCC[C@H]1CC[C@@H](NC(=O)NC2CCCCC2)[C@@H](CO)O1
 : 8, -1, -15, -2, 2, -3, 8, -4
CC(C)C#Cc1cnc2c(c1)C(=O)N([C@H](C)CO)C[C@H](C)[C@@H](CN(C)C(=O)c1ccc3c(c1)OCO3)O2
 : -13, 14, 8, /, 6, -3, 6, 7
C=CCN=c1scc(-c2ccccc2)n1/N=C/c1ccccn1
 : -4&2, 16&21, -36&-66, -127&-124, -10&0, 2&-8, 47*, -4&-12
CCNC(=O)CC1C(=O)N(c2ccc(C)cc2)C(=O)N1CCOC (stereo not drawn)
 : 6, -4, 10, 6, /, /, -13, /
Cc1ccc(-c2nc(C#N)c(NCCc3ccccn3)o2)cc1
 : /, 9, /, /, 7, 1, /, -1
O=C(NCc1ccc(Cl)cc1)c1cc2ccccc2oc1=O
 : -6, 4, -14, 19, 5, -3, -3, 0
COc1ccc(S(=O)(=O)N2C(=O)/C(=C3\SC(N)=NC3=O)c3ccccc32)cc1
 : 31, -2, -5, 11, 19, -2, 2, 1
COc1ccccc1N1CCN(CCC(=O)Nc2cccc(Cl)c2)CC1
 : -2, /, 2, 12, /, /, 1, /
COc1ccccc1NC(=O)C1CCCN(S(=O)(=O)c2ccccc2)C1 (stereo not drawn)
 : 18, -8, -5, 4, /, 3, -4, -2
C[C@@H]1CCCCO[C@H](CN(C)C(=O)Nc2ccc3c(c2)OCO3)[C@H](C)CN([C@@H](C)CO)C(=O)c2cc(NS(=O)(=O)c3cccs3)ccc2O1
 : 2, 36, 1, -20, 5, -1, -7, -1
O=C(O)C1CC(=O)N(Cc2cccs2)C1 (stereo not drawn)
 : 32, 9, 0, /, 1, 0, 2, -7
C[C@@H]1CN([C@@H](C)CO)C(=O)Cc2cc(NS(=O)(=O)c3ccccc3)ccc2O[C@@H]1CN(C)C(=O)Nc1ccc(C(F)(F)F)cc1
 : -18, -12, -1, /, 4, /, /, /
O=C(Nc1ccc(Cl)c(S(=O)(=O)N2CCOCC2)c1)C1CCCC1
 : -23, -9, -8, -1, 2, -2, 1, -2
O=C(NC(Cc1ccccc1)C(=O)N1CCN(S(=O)(=O)c2ccccc2F)CC1)c1ccccc1 (stereo not drawn)
 : 27, 23, -10, 17, 2, -4, 4, -2

Among those listed so far, these have an NH in an aromatic ring:
Under each structure – GSIS activator, C2C12 statin, LGR2 inh, PAX8 inh HTS, PGC1a acetyl inh, PglD inh, ARNT TACC3 PPI, Cneo AK release
CC(C)CC(=O)Nc1ccc(C(=O)COC(=O)Cc2n[nH]c(=O)c3ccccc23)cc1
 : -3, 0, 0, -15, /, -4, /, -4
O=c1[nH]cnc2c1nc(SCc1ccccc1)n2C1OC(CO)C(O)C1O (stereo not drawn)
 : /, 10, /, 18, 0, 0, -10, -2

The results go on.
Under each structure – GSIS activator, C2C12 statin, LGR2 inh, PAX8 inh HTS, PGC1a acetyl inh, PglD inh, ARNT TACC3 PPI, Cneo AK release
CC(C)C(=O)Nc1cccc(C(=O)Nc2nncs2)c1
 : 9, -5, /, -25, -4, -6, -3, -8
CC(=O)N(C)C[C@H]1Oc2cc(C#CCC(C)C)ccc2S(=O)(=O)N([C@H](C)CO)C[C@@H]1C
 : 1, 8, 3, /, 5, 0, 2, 1
CC1=C(C(=O)N2CCOCC2)CC(CC(=O)NC2CC2)C(=O)N1Cc1ccccc1 (stereo not drawn)
 : 19, 16, -4, -2, -10, /, /, /
OCC1CCCN(C(=S)Nc2ccc(OC(F)F)cc2)C1 (stereo not drawn)
 : /, /, /, 136*, /, 4, -4, -2
CC(C)c1cn(CC[C@H]2CC[C@H](NC(=O)c3cccc(F)c3)[C@@H](CO)O2)nn1
 : 9, 5, -9, -1, -7, 2, 5, -1
Cc1ccc2oc(C(=O)NCc3ncc(C)[nH]3)c(C)c2c1
 : -5, -23, 10, -3, 2, 1, -1, 6
O=C(CSCC(=O)Nc1nc(-c2ccc3c(c2)OCO3)cs1)Nc1nccs1
 : -13, 5, -7, -168, -1, 0, -13, -2
CCN(CC(=O)Nc1ccc(NC(C)=O)cc1)C(=O)c1ccc(=O)n(C)n1
 : /, -7, 10, -3, 10, -1, -13, 4
Cc1nn(C)cc1NC(=O)C[C@H]1CC[C@@H]2[C@H](COc3ccc(NC(=O)C4CCC4)cc3C(=O)N2C)O1
 : 12, -2, 1, 9, 9, 1, -6, -1
COCC#Cc1cnc2c(c1)C(=O)N([C@H](C)CO)C[C@@H](C)[C@H](CN(C)C(=O)Nc1ccccc1F)O2
 : 10, 17, -14, /, 4, 5, 2, 0
C[C@@H]1CN([C@@H](C)CO)S(=O)(=O)c2ccc(-c3cncnc3)cc2O[C@@H]1CN(C)Cc1ccccc1
 : 7, 14, 13, -19, -8, 0, -7, -2
COc1ccc(C2CC(C(F)(F)F)n3nc(CO)c(Cl)c3N2)cc1OC (stereo not drawn)
 : /, -2, /, /, /, 2, 15, 0
O=C(c1ccoc1)N1CCC2(CC1)Oc1ccc(Cl)cc1C(=O)C21CC(c2cccnc2)=NO1 (stereo not drawn)
 : -30, 10, -19, 26, /, -2, 0, -4
COc1ccc(OC)c(CNS(=O)(=O)c2cn(C)cn2)c1
 : -4, 12, -2, 0, -2, 3, 3, 2
COc1cccc(C(=O)c2ccccc2NC(C)=O)c1
 : 9, /, 3, -18, /, 0, /, 1
CCCCS(=O)(=O)N1CCCC(C(=O)Oc2ccccc2OC)C1 (stereo not drawn)
 : -3, 3, 15, 8, 5, 1, -4, 0
CCn1c2ccccc2c2nnc(SCC(=O)c3ccccc3)nc21
 : /, -10, /, /, 7, -1, -6, -1
CC(C)(C)c1ccc(OCCON2C(=O)CCC2=O)c(Cl)c1
 : /, 15, /, /, -6, -3, -11, -3
COC(=O)c1ccc(Cl)c(-c2ccc(/C=N/NC(=O)Nc3ccccc3)o2)c1
 : /, 3, /, /, 6, 7, /, -1
CCN(CC)S(=O)(=O)c1cccc(-c2cn3cccnc3n2)c1
 : 2, /, 11, -9, -3, 4, -2, -1
CCN1CCSc2ccc(C(=O)NCc3ccccc3C)cc21
 : -13, 20, 11, -8, -3, -2, -2, 3
CCCC#Cc1ccc([C@@H]2[C@H]3CN(Cc4cccnc4)CCCCN3[C@H]2CO)cc1
 : -5, -7, 6, -2, 8, 4, 5, 2
COc1ccc(OC)c(C2=NS(=O)(=O)N(C)C(C(=O)N3CCC4(CC3)OCCO4)=C2)c1
 : 9, 6, 2, -8, 8, -3, 0, 1
CCC(C)NS(=O)(=O)c1ccc(N)cc1 (stereo not drawn)
 : 2, 0, 13, -3, 4, -2, -7, -3
COc1ccc(CCNC(=O)c2cc(Cl)nc3ccccc23)cc1
 : 1, 3, -14, -2, 0, -4, 11, -1
O=C(NCc1ccccc1)c1cccc(S(=O)(=O)N2CCCCC2)c1
 : -23, 9, 4, 4, -8, 1, 4, 0
Oc1oc(-c2ccccc2)nc1C=Nc1cccc2ccccc12
 : 10, 12, 2, /, -15, 1, 17, -4
Cc1noc(C)c1S(=O)(=O)N(C)C[C@@H]1Oc2ccc(NS(=O)(=O)c3ccc(Cl)cc3)cc2C(=O)N([C@H](C)CO)C[C@@H]1C
 : -9, 5, 19, /, -20, 2, 8, -2
C[C@@H]1CN([C@H](C)CO)S(=O)(=O)c2ccc(/C=C/c3ccccc3)cc2O[C@H]1CN(C)C(=O)Nc1cccc(F)c1
 : -3, -99, 13, 33, -20, 0, 2, 4
C[C@H](CO)N1C[C@H](C)[C@@H](CN(C)Cc2ccc(-c3ccccc3)cc2)Oc2ncc(-c3cccnc3)cc2C1=O
 : -17, -53, -2, /, -9, 2, 11, -13

Next section
Under each structure – GSIS activator, C2C12 statin, LGR2 inh, PAX8 inh HTS, PGC1a acetyl inh, PglD inh, ARNT TACC3 PPI, Cneo AK release
C[C@H](CO)N1C[C@H](C)[C@@H](CN(C)S(=O)(=O)c2ccccc2)Oc2ccc(NC(=O)Cc3ccccc3)cc2CC1=O
 : 2, 26, 1, 9, 2, 3, -5, -1
Cc1c(O[C@@H]2O[C@H](CO)[C@@H](O)[C@H](O)[C@H]2O)ccc2c1oc(=O)c1ccccc12
 : 11, 0, -20, 1, 3, -5, -3, -1
O=C(c1cc(C2CC2)nn1-c1ccccc1)N1CCN(S(=O)(=O)c2ccc(F)cc2)CC1
 : 0, -1, 13, -2, 2, -4, /, 0
COc1ccc2oc(C(=O)N3CCN(S(=O)(=O)c4c(C)c(C)cc(C)c4C)CC3)c(C)c2c1
 : -9, -4, 9, 8, -6, 2, /, 1
COc1ccc(C(=O)/C=C/Nc2ccc(C)cn2)cc1OC
 : 10, -8, -84, /, 4, 0, 0, -2
